Screening data: PubChem BioAssay, several laboratories
HTR1E agonist: agonists of human 5-HT1E serotonin receptor. 65,000 tested, 0.69% active. CHO 5-HT1E Ga15 NFAT-bla reporter, FRET; 0% DMSO wells, 100% control agonist wells. P28566. activation, % at 6 µM;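 active = activation above a set limit, the screen-wide mean activation plus 3 SD, cut at about 8.5% in these data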;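 also: 100% = positive control agonist at 1 µM giving full maximal response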
Target sequence (P28566 whole entry, looked up): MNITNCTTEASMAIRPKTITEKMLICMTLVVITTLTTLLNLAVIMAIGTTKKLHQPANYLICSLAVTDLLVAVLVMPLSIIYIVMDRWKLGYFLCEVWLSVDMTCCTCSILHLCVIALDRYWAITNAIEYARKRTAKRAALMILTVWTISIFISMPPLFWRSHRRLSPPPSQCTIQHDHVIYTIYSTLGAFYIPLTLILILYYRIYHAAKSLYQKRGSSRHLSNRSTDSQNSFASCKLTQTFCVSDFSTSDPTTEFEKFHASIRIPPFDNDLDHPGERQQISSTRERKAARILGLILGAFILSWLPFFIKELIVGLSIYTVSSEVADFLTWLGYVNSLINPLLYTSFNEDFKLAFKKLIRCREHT
MMP13 inh: inhibitors of human MMP13 | P45452 | MMP-13 fTHP FRET cleavage, Mca fluorescence | inhibition, % at 4 µM | 65,000 tested, 0.07% active | AID 570;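 active = inhibition above the mean of compound-free control plate wells plus 3 SD, cut at about 14% in these data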;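 also: 0% = DMSO wells and 100% = wells with reference MMP-13 inhibitor after basal subtraction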
5HT1a ag: activates the human 5-HT1a serotonin receptor. CHO 5-HT1a Ga15 NFAT-bla reporter, FRET ratio; 0% basal, 100% maximal reference agonist. 65,000 tested, 0.56% active. AID 567. activation, % at 10 µM;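 active = activation above the screen-wide mean activation plus 3 SD, cut at about 19% in these data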;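 also: 0% = DMSO wells and 100% = 5-CT at EC100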
5HT1E antag: blocks the human 5-HT1E serotonin receptor | P28566 | CHO 5-HT1E Ga15 NFAT-bla reporter, FRET, antagonist | inhibition, % at 6 µM | 65,000 tested, 0.99% active | AID 571;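 active = inhibition above a set limit, the mean inhibition across every tested compound plus 3 SD, cut at about 29% in these data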;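 also: signal is the 460 over 535 nm emission ratio of beta-lactamase substrate; 0% = agonist plus DMSO wells and 100% = wells without agonist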
NADH coupling: blocks coupling enzymes of NAD/NADH assays; IC50, µM (series often up to 10 µM), inactives show at the top dose inhibition; AID 774; coupled PK/LDH NADH assays, four targets; 65,000 tested, 0.02% active;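 active = single-dose screening hits from any of four coupled enzyme assays that gave an IC50 when retested across doses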;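 also: the DPM-DC format reads NADH fluorescence rather than 340 nm absorbance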
5-HT1A blocker: antagonists of human 5-HT1a serotonin receptor; P08908; CHO 5-HT1a Ga15 NFAT-bla reporter, antagonist mode; inhibition, % at 10 µM; 62,000 tested, 0.68% active; AID 612;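 active = inhibition above the mean of all tested compounds plus 3 SD, cut at about 43% in these data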;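 also: receptor stimulated by 5-CT agonist at 100 nM near EC80; beta-lactamase reporter measured by ratiometric fluorescence of a cleavable substrate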
RORA act: RORA (human) activation; AID 560; 65,000 tested, 1.5% active; activation, % at 10 µM; P35398; CHO-K1 Gal4-RORA LBD luciferase reporter, luminescence; percent increase over mock-subtracted basal signal;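 active = activation above the mean of all tested compounds plus 3 SD, cut at about 49% in these data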;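 also: 0% = DMSO-treated RORA cells and 100% = added signal equal to DMSO minus mock-transfected cells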
tolC growth inh: E. coli tolC mutant growth inhibition; AID 573; growth inhibition, % at 10 µM (by protocol); E. coli BW25113 tolC mutant growth, OD615; 65,000 tested, 2.2% active;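 active = growth inhibition at or above a cutoff equal to the mean over every tested compound plus 3 SD, cut at about 60% in these data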;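 also: growth measured after 20 h incubation at 37 °C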
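System: E. coli ΔtolC::kan strain BW25113; Buffer or medium: LB broth supplemented with 50 µg/mL kanamycin; Compound: 10 µM final, single dose; Incubation: bacterial growth with compound for 20 h at 37 °C; Signal: A615 absorbance measurement; Evaluation: growth inhibition in percent.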
SF1 activator: SF-1 (human) activation. CHO-K1 Gal4-SF-1 LBD luciferase reporter; % increase over DMSO SF-1-specific signal. 65,000 tested, 1.9% active. AID 522. activation, % at 10 µM;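 active = activation above the mean activation of all tested compounds plus 3 SD, cut at about 50% in these data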
Target sequence (Q13285 whole entry, looked up, the tested form may be a part): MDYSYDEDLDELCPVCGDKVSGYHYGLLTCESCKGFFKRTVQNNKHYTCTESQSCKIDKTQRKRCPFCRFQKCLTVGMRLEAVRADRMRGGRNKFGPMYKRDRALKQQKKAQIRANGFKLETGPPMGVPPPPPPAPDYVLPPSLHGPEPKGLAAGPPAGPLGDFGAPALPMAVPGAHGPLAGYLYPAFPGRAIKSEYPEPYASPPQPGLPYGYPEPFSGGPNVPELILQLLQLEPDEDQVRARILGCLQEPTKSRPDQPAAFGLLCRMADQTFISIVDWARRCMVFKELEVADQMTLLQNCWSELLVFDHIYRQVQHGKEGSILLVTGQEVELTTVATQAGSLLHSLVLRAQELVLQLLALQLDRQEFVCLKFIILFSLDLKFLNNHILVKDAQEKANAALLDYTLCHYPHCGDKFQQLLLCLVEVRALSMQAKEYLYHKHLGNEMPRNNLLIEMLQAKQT
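Material: Gal4–SF-1 LBD one-hybrid luciferase reporter in CHO-K1 cells | Amount: 4,000 cells per well | Compound dosing: 10 µM single point, 1% DMSO | Schedule: 20 h compound treatment, 37 °C | Measured by: SteadyLite luciferase luminescence | Evaluation: Percent activation versus DMSO | Control set: DMSO-treated SF-1-transfected cells as negative, DMSO-treated mock-transfected cells lacking SF-1 as background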
The depositor's hits bear a star; . = no result given.

SMILES	HTR1E agonist	MMP13 inh	5HT1a ag	5HT1E antag	NADH coupling	5-HT1A blocker	RORA act	tolC growth inh	SF1 activator
Cc1noc(N)c1C(=O)Nc1ccc(F)cc1	-1.3	-1	-1.7	-11	3%	-20	9	-21	-10
COc1cccc(C2CC(C(F)(F)F)n3ncc(C(=O)NCC4CCCO4)c3N2)c1 (centres undefined)	0.7	-3	0.3	6	5%	-13	4	2	11
S=c1[nH]nc(C2COc3ccccc3O2)o1 (centres undefined)	-0.8	1	-2.6	3	3%	0	-25	8	-14
CC(=O)OC(C)(CCC(C)(OC(C)=O)C(C)=O)C(C)=O (centres undefined)	0.0	0	-4.0	-4	2%	8	-8	-30	4
COc1cccc(-c2nc(-c3ccc(NC(=O)Cc4ccccc4OC)cc3)no2)c1	0.5	-7	1.6	10	3%	9	-2	7	15
COc1ccccc1C1C2C(=O)N(c3ccccc3)C(=O)C2ON1c1ccccc1 (centres undefined)	-1.6	3	-1.4	10	2%	4	28	-15	5
Cc1nc(SC2C=CS(=O)(=O)C2)n[nH]1 (centres undefined)	1.7	-1	-2.4	13	4%	.	-7	-1	3
CCN1CCN(CC(=O)Nc2sc3c(c2C#N)CCC(C)C3)CC1 (centres undefined)	0.1	0	1.8	0	8%	-14	23	-10	-7
CCOC(=O)c1cc2c(ccn2C)n1CC(=O)N1CCN(c2ccccc2OC)CC1	0.0	4	-1.6	4	6%	17	-10	7	8
N#C/C(=C(/O)COC(=O)CCC1CCCCC1)c1nc2ccccc2[nH]1	-0.4	-1	0.2	-3	3%	-7	-10	13	8
CN(C)c1ccc(C(=S)NCc2ccco2)cc1	0.2	4	-1.6	2	11%	8	-48	5	-29
Cc1cc2ccccc2cc(C)c1=O	0.1	2	0.0	3	2%	.	-19	3	5

Only SF1 activator, for 7 of the compounds above:
structure	SF1 activator
Cc1noc(N)c1C(=O)Nc1ccc(F)cc1	-10
N#C/C(=C(/O)COC(=O)CCC1CCCCC1)c1nc2ccccc2[nH]1	8
S=c1[nH]nc(C2COc3ccccc3O2)o1 (centres undefined)	-14
COc1cccc(-c2nc(-c3ccc(NC(=O)Cc4ccccc4OC)cc3)no2)c1	15
Cc1cc2ccccc2cc(C)c1=O	5
Cc1nc(SC2C=CS(=O)(=O)C2)n[nH]1 (centres undefined)	3
CC(=O)OC(C)(CCC(C)(OC(C)=O)C(C)=O)C(C)=O (centres undefined)	4

Four structures already listed, arranged by count of non-hydrogen atoms, lowest first.
SMILES	HTR1E agonist	MMP13 inh	5HT1a ag	5HT1E antag	NADH coupling	5-HT1A blocker	RORA act	tolC growth inh	SF1 activator
Cc1nc(SC2C=CS(=O)(=O)C2)n[nH]1 (centres undefined)	1.7	-1	-2.4	13	4%	.	-7	-1	3
CCN1CCN(CC(=O)Nc2sc3c(c2C#N)CCC(C)C3)CC1 (centres undefined)	0.1	0	1.8	0	8%	-14	23	-10	-7
COc1ccccc1C1C2C(=O)N(c3ccccc3)C(=O)C2ON1c1ccccc1 (centres undefined)	-1.6	3	-1.4	10	2%	4	28	-15	5
COc1cccc(-c2nc(-c3ccc(NC(=O)Cc4ccccc4OC)cc3)no2)c1	0.5	-7	1.6	10	3%	9	-2	7	15

The results go on.
SMILES	HTR1E agonist	MMP13 inh	5HT1a ag	5HT1E antag	NADH coupling	5-HT1A blocker	RORA act	tolC growth inh	SF1 activator
Cc1ccc(S(=O)(=O)c2nc(-c3ccc(F)cc3)oc2SCC(N)=O)cc1	0.3	1	0.7	-4	2%	-13	-4	2	-5
CCc1c(C)c2nncn2[nH]c1=O	-0.5	6	-0.6	3	2%	10	28	-23	6
CCc1ccccc1NC(=O)C(Cc1cccc(OC)c1OC)c1nn[nH]n1 (centres undefined)	-0.7	-4	-0.8	-4	7%	1	-20	52	-1
COc1ccc(OC(=O)c2cc3ccccc3o2)cc1	-0.1	-4	-1.9	-4	0%	.	-5	-1	-1
CSc1cccc(NC(=O)Nc2ccccc2)c1	10*	5	0.1	17	0%	26	63*	40	50*
O=C(NCCCCNC(=O)c1c(F)c(F)c(F)c(F)c1F)c1c(F)c(F)c(F)c(F)c1F	0.4	-4	0.6	3	0%	-4	-6	-13	-4
CCOC(=O)c1ccccc1Nc1cc(C)nc2nc(C)nn12	1.6	-1	-1.9	-5	2%	-14	-2	-1	5
O=C(Cn1cc2c(n1)CCCCC2)NCc1ccccn1	-1.1	-5	0.1	10	1%	2	18	-7	19
Cc1[nH]nc2c1C(CCc1ccccc1)C(C#N)=C(N)O2 (centres undefined)	0.7	-4	-0.2	-5	1%	.	-10	10	2
COCCSc1nnc(NC(=O)CSCc2ccccc2)s1	0.5	-1	-2.9	-11	2%	3	-5	8	11
COc1ccc(N(C(=O)c2ccco2)S(=O)(=O)c2cc(OC)ccc2OC)cc1	-0.4	3	-0.3	8	2%	8	-12	8	-5
C=COCCNC(=O)Nc1ccc(Cl)cc1Cl	-0.4	2	-3.3	-6	6%	-14	20	0	17

Overlap with the part before: 2 entries; new compounds follow.
SMILES	HTR1E agonist	MMP13 inh	5HT1a ag	5HT1E antag	NADH coupling	5-HT1A blocker	RORA act	tolC growth inh	SF1 activator
COc1ccc(N(C(=O)c2ccco2)S(=O)(=O)c2cc(OC)ccc2OC)cc1	-0.4	3	-0.3	8	2%	8	-12	8	-5
C=COCCNC(=O)Nc1ccc(Cl)cc1Cl	-0.4	2	-3.3	-6	6%	-14	20	0	17
COc1cccc(Nc2nc(N)nc(C(F)(F)F)n2)c1	0.6	-5	-1.5	10	2%	-32	5	3	24
CCOC(=O)c1cnn(-c2ncnc3c2cnn3Cc2ccccc2)c1N	-0.4	2	-2.4	-4	3%	14	-2	-12	-5
Cc1sc2nc(SCC(=O)c3cccs3)n(Cc3ccco3)c(=O)c2c1C	0.2	0	0.1	-10	3%	4	-8	7	9
O=C1NCCCN1Cc1ccc(F)cc1Cl	0.1	0	-1.0	-2	5%	0	20	-7	1
O=C(c1ccccc1)N1CCCCC(Sc2nnc3ccccn23)C1=O (centres undefined)	0.0	1	-1.4	9	7%	-5	-15	-6	-10
COc1ccc(C(=O)NCc2nnc(SCC(=O)N3CCCCC3)o2)cc1OC	0.5	4	-1.5	5	5%	6	-10	-15	-14
COC(=O)CSc1nc2ccccc2c(=O)n1C	-2.2	13	-0.2	2	6%	4	7	-6	2
O=C(CSc1ncnc2c1oc1ccccc12)NC1CCCCC1	-0.1	6	1.7	-4	7%	-11	5	19	1
Nc1nnc(Cc2ccc(Cl)c(Cl)c2)s1	0.2	-11	0.0	1	1%	.	4	1	-1
CCOc1ccc(C(=O)NCc2ccncc2)cc1	-0.8	-2	-0.6	8	3%	0	1	-10	1
Cn1c(=O)c2c(nc(SCC(=O)NCC3CCCO3)n2C)n(C)c1=O (centres undefined)	-1.2	1	-3.3	-4	5%	-7	-1	-9	-4
CCc1cccc(C)c1NC(=O)c1ccoc1C	0.7	3	0.5	5	0%	-9	-3	-5	13
O=c1oc(-c2ccco2)nc2c1cnn2-c1ccccc1	0.7	-1	1.0	8	8%	11	-29	3	0
Cc1cc(C)n(C(=O)CCNC(=O)c2ccccc2Br)n1	-0.4	3	-3.1	5	5%	5	15	-16	-5
C=CCOC(=O)C1=C(C)NC(SCC(=O)NC(=O)OCC)=C(C#N)C1c1cccnc1 (centres undefined)	1.3	-10	-0.7	-12	14%	-12	-14	12	1
CC(=O)OCn1nnc2ccccc2c1=O	-1.0	0	-2.5	3	8%	-5	8	-34	-1
Cc1ccc(N(CC(=O)NCc2ccco2)C(=O)CCC(=O)Nc2ccccn2)cc1C	0.8	6	-0.4	-4	12%	0	-14	-10	-4
FC(F)(F)c1cc(-c2ccco2)nc(-n2cnc3ccccc32)n1	-0.7	0	-2.0	-5	11%	5	12	-16	2
O=C(CN1CCC(n2nnc3cc(F)ccc32)CC1)N1CCCc2ccccc21	0.1	-4	0.3	-3	6%	-7	-2	-5	-6
COC(=O)C1=C(C)N(C)C(C)=C(C(=O)OC)C1c1ccc(C(=O)OC)cc1	-0.9	7	-0.2	4	4%	20	-8	-17	-20
Cc1noc(NS(=O)(=O)c2ccc(NC(=O)CCC3CCCC3)cc2)c1C	-0.7	-3	-1.1	4	2%	-9	-15	9	-3
O=C(Cn1c(SCC(=O)N2CCCc3ccccc32)nc2ccccc21)N1CCCC1	-0.4	7	-0.3	4	2%	0	1	-14	-4
Cc1cccc(N2C(=O)SC(N(CC(=O)O)c3cccc(C)c3)C2=O)c1 (centres undefined)	-1.2	2	1.1	2	9%	10	-7	1	14
O=C(Cc1cccs1)Nc1ccccc1NC(=O)Cc1cccs1	-1.1	1	-3.2	13	2%	-10	-6	9	-18
O=C(CSc1nc2ccccc2s1)NC(=O)NCc1ccco1	-0.2	2	1.9	1	6%	4	15	7	16
c1coc(CNC2CCCCCCC2)c1	-1.2	0	42*	13	8%	5	6	-14	-16
CN(C)c1cccc(-c2nnc(SCCCC#N)o2)c1	-2.0	2	-1.4	6	9%	6	45	2	41
CSCCC(NC(=O)c1cc(CC(C)C)oc1C)C(=O)O (centres undefined)	2.0	2	-3.0	-10	2%	2	4	-10	2
Cc1cc(C)c(S(=O)(=O)O)c(C)n1	0.6	-11	0.7	-13	2%	.	-11	2	7
O=C(CN1C(=O)CCC1=O)Nc1nc2c(F)cc(F)cc2s1	0.7	0	-3.7	-5	5%	-7	-4	6	12
CCNS(=O)(=O)c1ccc(NC(=O)c2cccnc2)cc1	-0.8	1	-1.8	4	2%	-7	-15	-7	5
Cn1c(/C(C#N)=C/Nc2ccccn2)nc2ccccc21	0.2	-10	0.8	4	3%	.	-5	16	10
CCN(C(=O)CCN1C(=O)c2ccccc2C1=O)C1CCCCC1	0.8	0	-1.7	1	2%	-4	9	-4	-22
COC(=O)c1[nH]c2cc(OC)ccc2c1NC(=O)CCN1CCN(Cc2ccc3c(c2)OCO3)CC1	-0.4	-4	-0.9	3	4%	4	-6	10	-5
O=C(CCc1ccc(CCC(=O)c2cccs2)s1)c1cccs1	-0.1	-2	-1.5	-2	1%	4	18	42	10
CCCCC(CC)C(=O)Nc1ccccc1C(=O)NC(C)C (centres undefined)	0.9	-7	0.9	-4	3%	-1	-11	-5	-4
Cc1ccc(Nc2nc(N3CCOCC3)nc(N3CCOCC3)n2)cc1	1.1	-9	0.2	-13	4%	8	-20	-12	-22
CCCNC1=C(C)C(=O)CC1	-0.4	-2	1.8	-6	4%	.	-20	-10	6
COc1ccc(NC(=O)C2Cc3ccccc3CN2C(=O)c2ccccc2)cn1 (centres undefined)	-0.8	-5	-0.4	9	4%	6	9	4	35
CCc1ccc(-c2nc(C(N)=O)c3[nH]c(=O)n(-c4ccccc4OC)c3n2)cc1	3.5	-17	2.3	16	7%	20	30	0	14
COCCCNC(=O)CS(=O)Cc1nc(-c2cccc(OC)c2)oc1C (centres undefined)	8.9*	3	-1.3	-6	2%	12	-2	4	6

Rows were taken by chance; overall some 7.2% were active at least once.
